BCR signal inh = qHTS Assay to Find Inhibitors of Chronic Active B-Cell Receptor Signaling. ABC-DLBCL IkBa-CBG/CBR reporter, luminescence ratio, 4 h. Potency, µM (doses to about 46.1 µM), inactives show at the highest dose ratio change, negative = lower green/red ratio, most hits filed as inhibitors. 0.05% of 340,000 active; active means well fitted inhibition curve with a large enough effect in the signal ratio, with a control signal flat, not every such curve was filed as active; inconclusive means small, poorly fitted or top-dose-only effect, or effect the other way, or a change in a side signal; the % refers to the signal ratio;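 further: potency means the concentration at half of the fitted maximal effect; plate controls were basal doxycycline-induced cells for no effect and cells given 10 µM MG132 for full effect; MG132 reads +100%, hits lower the ratio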
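TMD8 human ABC-DLBCL cells with doxycycline-inducible IκBα–green luciferase fusion and unfused red luciferase, in 0.5% FBS medium; compounds up to 46 uM, 4 h at 37C. Green/red luminescence ratio, filter-overlap corrected, fitted to concentration-response curves.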
Tb PFK block = qHTS Assay to Find Inhibitors of T. brucei phosphofructokinase; AID 485367, 2010; T. brucei PFK, ADP-Glo luminescence; ATP-dependent 6-phosphofructokinase (Trypanosoma brucei brucei), O15648; Potency, µM (doses to about 57.5 µM), without a hit: at the top dose activity, negative = inhibition, usual class: inhibitors; 0.17% of 330,000 active;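 further: potency means the concentration at half of the fitted maximal effect; 0% = uninhibited 1x PFK enzyme wells and -100% = no-enzyme wells; nearly all actives have a fitted effect of over 60% in size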
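Compounds were pin-transferred as a titration series up to 57 uM into substrate buffer (0.5 mM F6P, 0.1 mM ATP, pH 8.0), then 1.25 nM PFK was added and reactions ran 45 min before ADP-Glo detection.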
uPA generation = qHTS for Inhibitors of Cell Surface uPA Generation. 0.31% of 330,000 active. AID 540303, 2011. Potency, µM (highest dose often 38.3 µM), for the others: at the highest dose activity change, negative = inhibition, usual class: inhibitors. cell surface uPA generation assay, qHTS; active means well fitted inhibition curve with a large enough effect; inconclusive means small, poorly fitted or top-dose-only effect; inactive means no such curve, though single readings can be large or run the other way; tested in mouse RAW 264.7 cells; further: potency means the concentration at half of the fitted maximal effect; on the % scale 0 is the no-effect control and ±100 the full control effect; nearly all actives have a fitted effect of over 55% in size
TSHR antagonist = Antagonists of the Thyroid Stimulating Hormone Receptor: HTS campaign | Thyrotropin receptor (Homo sapiens), P16473 | TSHR-expressing cells, TSH-stimulated cAMP HTRF, 2 h; hits give low values | activity change, negative = inhibition, % at 11.5 µM | 0.2% of 330,000 active;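 active means activity change below a set negative limit, meaning inhibition stronger than a set level, cut at about -70% in these data; inconclusive means activity change between two set negative limits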; further: on the % scale 0 is the no-effect control and ±100 the full control effect
Target sequence (P16473 whole entry, looked up): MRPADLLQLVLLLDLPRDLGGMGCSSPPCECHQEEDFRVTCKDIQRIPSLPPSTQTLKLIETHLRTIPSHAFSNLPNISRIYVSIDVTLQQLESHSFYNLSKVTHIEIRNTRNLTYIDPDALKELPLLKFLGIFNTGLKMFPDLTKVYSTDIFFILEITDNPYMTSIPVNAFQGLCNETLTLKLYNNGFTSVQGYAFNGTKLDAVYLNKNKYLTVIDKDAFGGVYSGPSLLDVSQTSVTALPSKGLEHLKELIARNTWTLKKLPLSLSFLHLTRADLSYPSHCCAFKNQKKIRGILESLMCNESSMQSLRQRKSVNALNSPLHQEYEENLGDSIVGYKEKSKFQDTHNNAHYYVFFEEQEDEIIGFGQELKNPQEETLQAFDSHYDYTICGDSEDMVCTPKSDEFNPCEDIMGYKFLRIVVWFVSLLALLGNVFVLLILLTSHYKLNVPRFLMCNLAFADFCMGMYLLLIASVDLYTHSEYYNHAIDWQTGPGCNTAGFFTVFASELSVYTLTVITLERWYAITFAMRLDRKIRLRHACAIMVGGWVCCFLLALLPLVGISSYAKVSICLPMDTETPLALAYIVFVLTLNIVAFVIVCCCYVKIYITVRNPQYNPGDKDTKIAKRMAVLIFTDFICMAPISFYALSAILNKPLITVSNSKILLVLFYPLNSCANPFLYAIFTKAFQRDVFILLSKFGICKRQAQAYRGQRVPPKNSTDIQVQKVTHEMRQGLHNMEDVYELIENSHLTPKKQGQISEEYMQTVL
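Inhibition of cAMP made by TSHR-expressing cells under TSH stimulation (4nM final, EC80; 2 h, 37 deg C) is quantified with a one-step lysis HTRF kit, anti-cAMP cryptate versus cAMP-d2.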
TCR act = Activators of T cell receptors: qHTS campaign. primary human leukocytes, anti-CD3, IL-2 HTRF, 48 h. Potency, µM (top dose mostly 9.22 µM), without a hit: top-dose activation of IL-2 secretion, usual class: activators. 330,000 tested, under 10 active. AID 504894, 2011; further: % of control where 0% means no effect
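HTRF read-out of IL-2 secretion: europium cryptate donor excited at 320nm, d2 acceptor emission at 665nm. Cells were primary human leukocytes incubated 48 hr with compounds and a-CD3 beads, supplying TCR signal only.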
Eya2 inh = qHTS Assay for Inhibitors of the Phosphatase Activity of Eya2 | recombinant Eya2, OMFP fluorescence dephosphorylation (OMFP is methylfluorescein phosphate) | Potency, µM (top dose mostly 76.9 µM), for the others: at the highest dose activity, negative = inhibition, actives largely listed as inhibitors | 0.006% of 330,000 active | AID 488837, 2010; further: potency means the concentration at half of the fitted maximal effect; on the % scale 0 is the no-effect control and ±100 the full control effect
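Eya2 (0.2 uM) preincubated 10 min at ambient with compound, then OMFP substrate added at 50 uM; 10 min reaction in 50 mM HEPES pH 7.5, 50 mM NaCl, 5 uM MgCl2, 0.05% BSA, 1 mM DTT. Fluorescence read at Ex 485/Em 525 nm.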
USP2a inh = qHTS Assay for Inhibitors of Ubiquitin-specific Protease USP2a Using CHOP2 as the Reporter. Ubiquitin carboxyl-terminal hydrolase 2 (Homo sapiens), O75604. USP2 core, Ub-CHOP2 coupled fluorogenic reporter, 485/531. Potency, µM (highest dose often 38.3 µM), for the others: at the highest dose activity change, negative = inhibition, most hits filed as inhibitors. 0.01% of 330,000 active;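 further: potency means the concentration at half of the fitted maximal effect; plate controls were DMSO wells for no effect and full inhibition by NEM control for full effect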
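Deubiquitinase activity read as fluorescence (485/531 nm) after Ub-CHOP2 cleavage activates the enterokinase reporter on its substrate; USP2 core 10nM, Ub-CHOP2 and substrate 25nM each, 30min compound preincubation then 60min RT; data normalized to NEM, curves fitted.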
ELG1 DNA repair = qHTS screen for small molecules that inhibit ELG1-dependent DNA repair in human embryonic kidney (HEK293T) cells expressing luciferase-tagged ELG1; HEK293T ELG1-luciferase reporter, luminescence, 16 h; DNA damage induced by 5-fluorouridine; Potency, µM (titrated, usually from 46.1 µM), for inactives: at the top dose activity change, negative = inhibition, most hits filed as inhibitors; 2.3% of 330,000 active; AID 504467, 2011; further: potency means the concentration at half of the fitted maximal effect; on the % scale 0 is the no-effect control and ±100 the full control effect; nearly all actives have a fitted effect of over 55% in size
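In this reporter screen, reduction of luminescence relative to DMSO vehicle indicated activity. Compounds and 5-fluorouridine were added together to 2,000 cells per well, incubated for 16 hr at 37 °C, then developed with ONE-Glo.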
Mito fusion act = qHTS Assay for Small Molecule Inhibitors of Mitochondrial Division or Activators of Mitochondrial Fusion. S. cerevisiae fusion-defective mutant growth rescue, CellTiterGlo 48 h. Potency, µM (series often up to 46.1 µM), inactives show top-dose growth rescue (activation), actives largely listed as activators. 0.23% of 320,000 active. AID 485298, 2010;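 further: potency means the concentration at half of the fitted maximal effect; % of control where 0% means no effect; nearly all actives have a fitted effect of over 45% in size; temperature-sensitive fusion mutants such as fzo1-1 at 37 °C on non-fermentable ethanol glycerol medium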
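Temperature-sensitive fusion-defective S. cerevisiae (e.g. fzo1-1, mgm1-5) were grown with compound in YPEG medium (3% ethanol, 3% glycerol) for 48 hours at 37C. Growth rescue was measured as viability by CellTiterGlo luminescence after 10 minutes at ambient.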
PTAP TSG101 blk = qHTS Assay for Iinhibitors of HIV-1 Budding by Blocking the Interaction of PTAP/TSG101; Tumor susceptibility gene 101 protein (Homo sapiens), Q99816; Fluorescence polarization, FITC-PTAP peptide / Tsg101 binding; Potency, µM (highest dose often 115 µM), for inactives: at the top dose activity change, negative = inhibition, most hits filed as inhibitors; 340,000 tested, under 10 active; AID 493005, 2010; active means well fitted inhibition curve with a large enough effect in the main read-out, with a control signal flat, not every such curve was filed as active; inconclusive means small, poorly fitted or top-dose-only effect, or effect the other way, or a change in a side signal; inactive means no such curve, though single readings can be large or run the other way; further: potency means the concentration at half of the fitted maximal effect; % of control where 0% means no effect
Target sequence (Q99816 whole entry, looked up): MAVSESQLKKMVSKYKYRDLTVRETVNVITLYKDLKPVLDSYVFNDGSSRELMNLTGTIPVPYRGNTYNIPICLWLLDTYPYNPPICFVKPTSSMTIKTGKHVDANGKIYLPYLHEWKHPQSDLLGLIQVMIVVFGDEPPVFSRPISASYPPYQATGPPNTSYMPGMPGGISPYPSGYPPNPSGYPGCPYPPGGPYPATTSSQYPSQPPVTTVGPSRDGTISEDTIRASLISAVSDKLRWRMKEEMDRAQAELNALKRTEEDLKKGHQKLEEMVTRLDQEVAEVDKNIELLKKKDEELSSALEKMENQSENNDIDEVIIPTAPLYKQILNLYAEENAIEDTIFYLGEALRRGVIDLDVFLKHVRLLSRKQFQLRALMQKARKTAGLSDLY
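FP read-out: FITC-PTAP peptide, 50 nM final, binding Tsg101 binding domain, 10 uM final; 20 min, r.t.; 10 mM HEPES pH 7.5, 0.15 M NaCl, 0.01% Tween 20, 3 mM EDTA, 0.1 mM TCEP.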
B2AR arrestin = qHTS assay of beta-arrestin-biased ligands of beta2-adrenergic receptor. 0.02% of 330,000 active. beta-arrestin recruitment to beta2AR, cell-based reporter. Beta-2 adrenergic receptor (Homo sapiens), P07550. AID 492947, 2010. Potency, µM (doses to about 46.1 µM), for inactives: at the highest dose activation, actives largely listed as activators;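 further: potency means the concentration at half of the fitted maximal effect; 0% = DMSO controls and full agonism = EC100 isoproterenol or metaproterenol; nearly all actives have a fitted effect of over 65% in size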
Numbers without * were called inactive; ? = inconclusive; . = not tested or not shown; [ ] = another dose, or the depositor's remark. Unless noted, the call rests on the fitted dose curve; in most records, active means well fitted curve in the direction sought with a large enough effect; inconclusive means small, poorly fitted or top-dose-only effect, or another doubt; inactive means no such curve, though single readings can be large; an effect the other way counts as inactive or inconclusive.

SMILES	BCR signal inh	Tb PFK block	uPA generation	TSHR antagonist	TCR act	Eya2 inh	USP2a inh	ELG1 DNA repair	Mito fusion act	PTAP TSG101 blk	B2AR arrestin
CCN(c1ccc(OCC(=O)OCC(=O)Nc2ccc(F)c(F)c2F)cc1)S(=O)(=O)c1ccccc1	-1%	0%	-11%	-7	-3%[46.1 µM]	-3%	-1%	14%	-6%	0%	0.0%
c1ccc(NCc2cccnc2)cc1	7%	-8%	-2%	12	-2%	-17%	0%	0%	0%	-1%	-0.1%
C[C@H](NC(=O)OC(C)(C)C)C(=O)NCC1CCC(C(=O)N[C@@H](Cc2ccccc2)C(=O)O)CC1 (some centres not stated)	-3%	-20%	-5%	28	5%	-5%	-7%	?	17%	-2%	0.3%
CC(C)(C)c1nn2cnnc2n(/N=C/c2cccc3ccccc23)c1=O	3%	0%	3%	-9	-8%[46.1 µM]	3%	4%	?	-5%	-2%	-0.8%
COc1cccc(CC(=O)OCC(=O)NNC(=O)c2ccc([N+](=O)[O-])cc2)c1	0%	0%	-3%	-2	8%	5%	-1%	0%	-2%	0%	-1.1%
CS(=O)(=O)c1ccc(C(=O)NCc2ccc(F)cc2)cc1	4%	-8%	-2%	1	-2%	9%	0%	13%	-6%	1%	-0.1%
COc1ccccc1NC(=O)C(=O)NCCC1CCCCN1S(=O)(=O)c1ccccc1 (configuration not stated)	?	11%	-1%	8	2%	-4%	0%	?	24%	-1%	-0.1%
CCOC(=O)NC(Cc1c[nH]c2ccccc12)C(=O)NCCc1ccc(S(N)(=O)=O)cc1 (configuration not stated)	-2%	-5%	1%	23	0%	3%	2%	-3%	-2%	1%	0.8%
COc1ccc(F)cc1S(=O)(=O)N1CCCC(C)C1 (configuration not stated)	?	0%	-3%	-2	-90%	-15%	-2%	-7%	-3%	-4%	0.1%
CCCCn1c(SCC(=O)NC2CCCC2)nc2ccccc2c1=O	1%	-4%	-2%	-4	-8%	-7%	0%	3%	-6%	0%	0.1%
CCC1C(=O)N=C(SCC(=O)Nc2nc3ccccc3s2)NC1=O (configuration not stated)	-1%	-5%	4%	5	-3%	9%	2%	7%	0%	0%	0.2%
O=C(/C=C1\NCC2c3ccccc3CCN2C1=O)c1ccccc1 (configuration not stated)	-16%	-6%	1%	-5	-16%	6%	-2%	10%	-1%	-1%	0.0%
CCOc1cc(C(=S)N2CCN(C)CC2)ccc1OCC(=O)N1CCOCC1	1%	-13%	1%	2	-4%	14%	0%	?	-2%	1%	-0.3%
O=C(NCCc1cccs1)c1ccc(Cl)cc1	?	2%	-17%	7	-9%	12%	1%	?	-9%	-3%	-0.4%
CCN(CC)C(=O)N1CCn2c(nc3ccccc32)C1	15%	3%	-2%	-5	0%[46.1 µM]	-2%	-6%	5%	0%	-2%	11%
CCn1c(COC(=O)CNC(=O)c2ccccc2F)nc2cc(S(=O)(=O)N(C)C)ccc21	15%	-8%	11%	-9	-4%	-10%	3%	4%	-11%	-1%	0.0%
COc1ccc(C)c2sc(N(CCN(C)C)C(=O)c3cccc(N4C(=O)CCC4=O)c3)nc12	?	-1%	-8%	-3	-3%	12%	-2%	-6%	1%	-5%	-0.5%
Cc1cccn2c(=O)c3cc(C(=O)O)n(C)c3nc12	2%	21%	3%	3	-2%[46.1 µM]	1%	7%	?	5%	-8%	-0.6%
Oc1ccc(Br)cc1-c1n[nH]c(=S)n1Cc1ccccc1	3%	7%	-2%	-5	-4%	4%	-6%	-3%	-7%	-7%	-0.3%
Nc1ccc(CNc2ncn[nH]2)cc1	-3%	-10%	-2%	7	3%	4%	0%	13%	-1%	-6%	-0.5%
CCCc1nc2oc3c(NCC(C)O)ncnc3c2c2c1CCCC2 (configuration not stated)	-7%	-10%	7%	-1	6%	-20%	-2%	23µM*	3%	-9%	-0.1%
CCCCOc1ccc(C2=CSC3=NCCN23)cc1[N+](=O)[O-]	-1%	-5%	-9%	-5	-35%	-4%	2%	4%	-28%	0%	0.1%
NS(=O)(=O)c1cccc(NC(=O)CC23CC4CC(C2)CC(CC(=O)Nc2cccc(S(N)(=O)=O)c2)(C4)C3)c1	0%	0%	?	-6	1%	17%	-5%	-1%	-1%	-3%	-0.1%
O=C(N/N=C/c1cccc(Oc2ccccc2)c1)c1ccccc1Br	?	0%	-22%	-11	0%	-5%	-15%	?	-8%	-6%	-0.4%
Cc1cccc(CN2CCN(Cc3ccco3)CC2)c1	2%	-5%	9%	21	.	9%	-1%	3%	-2%	-2%	0.2%
O=C1SC(c2ccccc2)=N/C1=C/c1ccco1	6%	-5%	4%	-10	.	28%	2%	8%	1%	-12%	0.1%
C=CC[n+]1c(-c2ccc(C)cc2)csc1Nc1ccc(NC(C)=O)cc1	-4%	-5%	7.1µM*	-13	-2%	-4%	-1%	?	2%	-5%	0.0%
CCOC(=O)C(C(C)=O)c1c(Br)c(O)c(O)c2c(C(=O)c3ccc(C)cc3)coc12 (configuration not stated)	?	-10%	?	-16	.	32%[15.4 µM]	3%	4.6µM*	1%	.	6.1%
CCOc1ccc(Cn2nnc(C(=O)Nc3cc(OC)cc(OC)c3)c2N)cc1	5%	-1%	-18%	-9	9%	-2%	-2%	-15%	1%	0%	-0.1%
CC1CN(c2nc(-c3ccc(Br)cc3)nnc2-c2ccccc2)CC(C)N1 (configuration not stated)	?	0%	3%	-6	1%	2%	-1%	-16%	3%	0%	-0.3%
CCCCN=c1scc(-c2ccc3c(c2)NC(=O)CO3)n1N=C1CCCC1	1%	-2%	.	-12	.	-2%	4%	23µM*	-8%	-5%	-0.1%
CCc1sc(C(=O)Nc2ccc(N3CCOCC3)cc2)cc1C	?	0%	-4%	18	2%	9%	0%	?	.	3%	2.6%
O=C(C[C@H]1C/C=C\CC[C@H](Cc2ccc(F)cc2)C(=O)OC[C@H]2CCCN2C1=O)N[C@H](CO)Cc1ccccc1	-7%	0%	13%	-2	-3%	-4%	-1%	23µM*	.	-10%	-0.3%
CN1CCN(c2nc3c(c(=O)[nH]c(=O)n3C)n2Cc2cccc3ccccc23)CC1	-1%	-1%	1%	-14	-8%	0%	1%	8%	4%	0%	0.1%
COc1cc(/C=N/n2cnnc2)ccc1OCCOc1ccccc1	?	-1%	4%	-5	1%	3%	1%	0%	2%	-1%	0.3%
CCN(CC)c1ccc(C2NC(=O)NC(C)=C2C(=O)Nc2ccccc2)cc1 (configuration not stated)	5%	0%	4%	5	0%	-5%[15.4 µM]	1%	-1%	-1%	-6%	-0.6%
O=C(CN1C(=O)COc2ccc(Cl)cc21)N1CCc2ccccc21	4%	-4%	.	-2	2%	-23%	4%	2%	1%	-3%	0.5%
COc1cc(C(=O)N2CCN(c3ccccc3OC)CC2)c([N+](=O)[O-])cc1OC	-5%	1%	-8%	2	-2%	-2%	0%	-8%	2%	0%	0.2%
CC(=O)c1cccc(-n2c(CCC(=O)O)ccc2-c2cccs2)c1	-2%	?	-12%	2	5%	36%	0%	8%	1%	-5%	-0.1%
O=[N+]([O-])c1c(Nc2ccc(Br)cc2)ccc2nonc12	-2%	0%	7%	0	0%	-5%	2%	-1%	-2%	1%	0.1%
CCOC(=O)Nc1ccc(S(=O)(=O)Nc2cc(C)on2)cc1	0%	20%	.	2	-3%	-8%	1%	-1%	-9%	-4%	0.1%
CCOC(=O)C1CCCN(c2nc(C)nc3c2oc2ccccc23)C1 (configuration not stated)	-7%	-10%	.	-22	10%	-6%	2%	?	12%	-9%	-0.1%

Source: PubChem BioAssay
